# TDP2 inh = human TDP2 enzyme inhibitors, primary screen, biochemical, epi absorbance, recombinant enzyme; 370,000 tested, 0.34% active; Tyrosyl-DNA phosphodiesterase 2 (Homo sapiens), O95551; T5PNP hydrolysis, p-nitrophenol absorbance 415 nm; inhibition, % at 12.8 µM;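 active means inhibition above the mean of all tested compounds plus 3 SD, set per campaign, cut at about 25% in these data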;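 further: 0% = DMSO with enzyme and 100% = buffer with substrate but no TDP2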
# Target sequence (O95551 whole entry, looked up): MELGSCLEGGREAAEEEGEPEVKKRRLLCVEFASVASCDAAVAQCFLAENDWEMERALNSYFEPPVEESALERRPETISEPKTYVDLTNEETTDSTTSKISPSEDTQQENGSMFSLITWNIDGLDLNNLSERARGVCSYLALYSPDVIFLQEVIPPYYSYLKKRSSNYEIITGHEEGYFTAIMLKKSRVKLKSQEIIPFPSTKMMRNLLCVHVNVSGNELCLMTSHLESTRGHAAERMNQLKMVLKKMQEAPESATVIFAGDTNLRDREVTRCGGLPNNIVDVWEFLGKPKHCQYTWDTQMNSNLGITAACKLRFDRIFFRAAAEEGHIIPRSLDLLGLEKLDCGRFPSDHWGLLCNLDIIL
#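 Assay system: Recombinant human TDP2 | Quantity: 120 nM TDP2 per well | Incubation: 2 h at 37 °C | Signal: Epi absorbance | Evaluation: Percent inhibition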
# SIAE primary = human SIAE inhibitors, primary screen, biochemical, fluorescence polarization, FP-Rh probe, 1536-well HTS; Sialate O-acetylesterase (Homo sapiens), Q9HAT2; SIAE FP-Rh probe binding; inhibition, % at 9.66 µM; 370,000 tested, 0.69% active; AID 1053197, 2014;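 active means inhibition above a cutoff: mean of compounds within the control limits plus 3 SD of those, cut at about 17% in these data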;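 further: 0% = plate median of compound wells and 100% = probe without SIAE protein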
# mABHD4 FP = ABHD4 inhibitors, primary screen, biochemical, fluorescence polarization, mouse; inhibition, % at 8.92 µM; purified mABHD4, FP-Rh probe fluorescence polarization; 370,000 tested, 0.54% active;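 active means inhibition exceeding the mean over every tested compound plus 3 SD, cut at about 30% in these data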;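 further: 0% = plate median of compound wells and 100% = S159A mutant with DMSO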
# Target sequence (Q8VD66 whole entry, looked up): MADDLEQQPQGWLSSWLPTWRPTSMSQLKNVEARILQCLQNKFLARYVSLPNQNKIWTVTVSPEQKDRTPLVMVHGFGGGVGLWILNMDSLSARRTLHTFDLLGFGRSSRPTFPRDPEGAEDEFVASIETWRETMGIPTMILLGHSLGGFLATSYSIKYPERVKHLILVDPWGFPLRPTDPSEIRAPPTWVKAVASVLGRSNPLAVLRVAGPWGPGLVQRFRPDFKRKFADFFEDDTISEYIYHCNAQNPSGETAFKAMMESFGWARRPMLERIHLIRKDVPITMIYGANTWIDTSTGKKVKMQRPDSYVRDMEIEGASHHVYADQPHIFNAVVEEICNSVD
#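 Assay system: Wild-type mouse ABHD4 protein | Medium: HEPES pH 7.0 buffer, 150 mM NaCl, 0.01% Pluronic F-127 | Incubation: Enzyme–compound pre-incubation 45 min, then probe 60 min, both 25 °C | Technique: Fluorescence polarization with parallel and perpendicular emission, 525/598 nm | Evaluation: % inhibition of FP-Rh probe binding versus controls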
# UHRF1 MBD2 ctr = UHRF1 methylated DNA binding inhibitors, primary screen, counter-screen for MBD2 inhibitor project, biochemical, TR-FRET, human UHRF1, single concentration. AID 687016, 2013. E3 ubiquitin-protein ligase UHRF1 (Homo sapiens), Q96T88. 370,000 tested, 0.75% active. inhibition, % at 4.4 µM. UHRF1 binding to methylated oligo; in the data active means inhibition above about 21%;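 further: UHRF1 SRA domain binding a hemimethylated CpG hairpin DNA probe; 0% = median of test compound wells and 100% = reference inhibitor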
# HTRA1 inh = HTRA1 serine protease inhibitors, primary screen, biochemical, fluorescence polarization, HTS; Q92743; recombinant HTRA1, FP-rhodamine activity-based probe; inhibition, % at 5.96 µM; 340,000 tested, 0.5% active; in the data active means inhibition above about 36%;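 further: 0% = enzyme with DMSO and 100% = wells lacking enzyme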
# PG9 Ab binder = binders of HIV-1 gp120 antibody PG9, primary screen, biochemical, TR-FRET; inhibition, % at 6.7 µM; 360,000 tested, 0.43% active; HIV-1 gp120 / PG9 antibody interaction; TR-FRET gp120-PG9 antibody binding; in the data active means inhibition above about 8.5%
# PRMT1 inh = PRMT1 methyltransferase inhibitors, primary screen, biochemical, fluorescence polarization; inhibition, % at 2.79 µM; Protein arginine N-methyltransferase 1 (Homo sapiens), Q99873; AID 652257, 2013; 370,000 tested, 1.3% active; recombinant PRMT1, activity-based probe fluorescence polarization;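 active means inhibition above about 21% made by adding two undisclosed values, limit read from the data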
# Target sequence (Q99873 whole entry, looked up): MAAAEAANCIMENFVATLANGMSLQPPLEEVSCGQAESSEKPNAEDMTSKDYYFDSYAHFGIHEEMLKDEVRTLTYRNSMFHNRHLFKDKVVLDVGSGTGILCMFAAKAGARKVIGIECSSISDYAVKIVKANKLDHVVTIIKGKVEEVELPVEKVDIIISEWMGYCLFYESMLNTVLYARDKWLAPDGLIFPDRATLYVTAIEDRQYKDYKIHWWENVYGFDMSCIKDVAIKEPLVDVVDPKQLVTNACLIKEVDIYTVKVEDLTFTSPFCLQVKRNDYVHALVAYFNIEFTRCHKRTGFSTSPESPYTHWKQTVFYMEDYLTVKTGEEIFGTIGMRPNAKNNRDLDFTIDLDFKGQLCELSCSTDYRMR
# DDE Tn7 FP inh = inhibitors of Tn7 peptide binding to fibrin DD(E), primary screen, biochemical, fluorescence polarization, human fibrin, Tn7 probe. FP displacement of FITC-Tn7 peptide from fibrin DD(E); 0% = median of compound wells per plate. inhibition, % at 8.3 µM. 370,000 tested, 0.13% active. AID 720508, 2013;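 active means inhibition above the mean of compounds falling within the control limits plus 3 SD of them, cut at about 14% in these data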;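 further: 0% = plate median of compound wells and 100% = 10 µM Aha-Tn7 peptide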
#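 Assay system: human fibrin DD(E). Input: DD(E) 2 µM final. Medium: Tris buffer with calcium and detergent, pH 7.8. Compound dosing: single point at 8.3 µM. Timing: 10 min plus 3 h, room temperature. Technique: fluorescence polarization of the labelled Tn7 tracer. Read-out: percent inhibition. Replicates: singlicate testing.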
# TCR-CD3 inh = inhibitors of human TCR-CD3 interaction, primary screen, biochemical, fluorescence, TAMRA-labeled TCR probe; inhibition, % at 9.4 µM; 360,000 tested, 0.37% active; in the data active means inhibition above about 19%;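 further: recombinant mutant TCR 2C K166C tagged with TAMRA read by polarization; 0% = receptor in buffer alone and 100% = receptor with positive control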
# LEDGF integ inh = blockers of LEDGF/p75-dependent integrase strand transfer – biochemical, TR-FRET, high throughput, primary screen; HIV-1 integrase (with human LEDGF/p75); AID 743269, 2014; 370,000 tested, 0.64% active; TR-FRET IN-LEDGF/p75 DNA integration, Eu/Cy5; inhibition, % at 3.7 µM;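 active means inhibition above the screen-wide mean plus 3 SD, cut at about 13% in these data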;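 further: signal is the Cy5 over europium emission ratio at 671 and 618 nm; 0% = plate median of compound wells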
# Starred values were filed as active, the others as inactive.
# Values run as follows: TDP2 inh	SIAE primary	mABHD4 FP	UHRF1 MBD2 ctr	HTRA1 inh	PG9 Ab binder	PRMT1 inh	DDE Tn7 FP inh	TCR-CD3 inh	LEDGF integ inh
CSc1nc2ccccc2n1Cc1cccc([N+](=O)[O-])c1
 : 2.1	0.7	1.8	-1.7	-4.8	-3.2	-1.9	1.6	6.5	-1.1
COc1cccc(-c2c(-c3cc(OC)cc(OC)c3)n(C)c3ccc(-c4cnc(N5CCOCC5)nc4)cc23)c1
 : -2.4	2.5	5.8	-0.6	-9.7	1.1	1.1	-2.2	-0.2	-0.2
Cc1ccccc1N/N=C/c1sc(=O)n(Cc2cccc(C(=O)O)c2)c1Cl
 : 3.5	-14.7	11.2	-0.2	7.1	-1.8	75.3*	-9.8	3.5	2.7
COc1ccc(-c2ccccc2NC(=O)C2CCCN(Cc3ccco3)C2)cc1 (centres undefined)
 : 4.4	-1.0	5.9	9.7	-8.1	-0.2	5.1	-9.5	4.7	-2.9
Cc1c(Cl)cccc1NC(=O)CCC(=O)c1cccs1
 : 18.6	-4.5	-3.9	-0.7	-2.7	0.4	-3.7	1.9	9.7	0.2
CCc1nnc(NS(=O)(=O)c2ccc(NC(=O)C(c3ccccc3)c3ccccc3)cc2)s1
 : -5.1	-8.2	-27.5	-0.1	-44.1	0.0	1.1	6.5	-2.2	-2.5
COc1ccc(OC)c(NC(=O)C(=O)/C=C(\O)c2cc(OC)ccc2OC)c1
 : 3.2	1.0	34.7*	-3.9	13.3	1.7	12.6	5.5	1.4	3.9
COc1cccc(C(=O)NC2CC3CCCC(C2)N3Cc2ccc(C)cc2)c1 (centres undefined)
 : -2.5	-4.7	-1.4	0.4	-1.9	-1.7	-0.9	-3.3	-2.4	1.5
O=C(O)CCSc1nc2ccc(Br)cc2[nH]1
 : 4.1	0.6	2.5	-1.9	1.2	-1.8	-2.1	7.6	-1.1	-5.2
O=C(OCC(=O)c1c[nH]c2ccccc12)c1cc(Br)ccc1O
 : -0.4	-0.6	0.6	-1.4	-17.8	2.5	3.3	1.8	-7.0	-3.0
COc1ccc(C(=O)Nc2ccc(S(=O)(=O)Nc3nccc(C)n3)cc2)cc1[N+](=O)[O-]
 : -9.4	0.7	-2.9	0.2	-2.1	-3.3	-0.3	2.5	-5.6	2.1
NC(Cc1ccccc1)C(=O)N1CCCCC1 (centres undefined)
 : 1.6	-6.6	8.7	0.3	9.1	1.5	-1.6	1.6	3.3	-0.8
COc1ccc(NC(=O)CC(C(=O)O)N2CCCCC2)cc1 (centres undefined)
 : 10.3	7.6	-1.0	5.3	-8.2	1.6	3.9	1.9	-1.9	0.7
COC(=O)c1ccc(COc2ncnc3ccccc23)o1
 : -8.6	12.4	-1.5	1.9	9.9	-1.3	-7.2	1.9	6.1	1.7
O=C(c1cc2cc(Cl)ccc2oc1=O)N1CCN(c2ccccn2)CC1
 : 7.2	-1.5	2.6	1.6	-0.5	-0.1	0.9	-7.5	-2.3	-1.5
COc1ccc(-c2cc(C(F)(F)F)n3nc(C(=O)O)cc3n2)cc1OC
 : -6.3	7.9	15.5	-7.9	-1.6	-4.9	-3.5	3.0	2.3	3.0
O=C(Cc1ccccc1)NNS(=O)(=O)c1ccc([N+](=O)[O-])cc1
 : 5.0	0.6	-2.2	-4.4	-5.3	-1.7	-0.6	1.8	7.4	3.1
Cc1ccc(SCC(=O)Nc2ccccc2N2CCOCC2)cc1
 : -17.3	-8.1	-9.8	-2.6	-3.8	-1.8	1.0	-0.8	-0.9	2.6
C=CCN1C(=O)c2ccc(C(=O)N(CCC)CC(=O)Nc3ccccc3C)cc2C1=O
 : -18.0	3.0	-0.5	-2.7	0.7	-2.2	-0.4	2.9	4.1	-2.7
COc1cc(-c2nnc(SCc3cccnc3)n2C)cc(OC)c1O
 : -0.1	7.1	2.2	-0.9	-0.2	0.9	0.6	1.4	5.3	-5.8
C[C@@]12C(=O)N(Cc3ccc(F)cc3)CC(=O)N1[C@H]1c3cc(Cl)ccc3OC[C@@H]1[C@@H]2c1ccccc1
 : 2.0	-17.0	-0.8	3.8	-15.1	-1.7	-0.8	-0.8	-0.1	1.6
Cc1cccc(C)c1OCC(O)CN(Cc1ccccc1O)C1CCCCC1 (centres undefined)
 : -8.5	10.6	-3.3	0.7	-10.4	-0.3	-6.0	6.1	0.3	2.2
CC(OC(=O)CCc1nc2ccccc2c(=O)[nH]1)C(=O)c1ccc(Br)cc1 (centres undefined)
 : 12.4	-0.1	-5.2	1.4	-1.7	-0.5	0.2	0.3	-3.2	-1.6
O=c1[nH]c(CN2CCN(S(=O)(=O)/C=C/c3ccccc3)CC2)nc2ccccc12
 : 6.8	-5.0	-2.4	-0.2	-4.6	1.1	-0.1	0.3	3.7	-1.3
Cc1nc(NC(=O)c2c(-c3ccccc3)noc2C)sc1C(=O)N(C)C
 : -9.0	4.8	-4.1	5.7	5.8	2.3	0.2	1.0	-5.4	-1.4
CC(=O)Nc1ccc(NC(=O)c2ccc(NS(=O)(=O)c3cc(C(C)(C)C)ccc3C)cc2)cc1
 : 5.7	-44.7	3.5	1.2	2.6	-0.8	1.5	1.0	-1.9	-1.5
Cc1cc(C)cc(OCC(=O)OC(C)C(=O)Nc2ccc(Cl)cn2)c1 (centres undefined)
 : 9.8	2.5	0.0	-1.4	-8.0	-2.4	1.7	-8.3	7.8	-0.1
CCCc1nc(SCC(=O)c2ccc(F)cc2)c2ccccc2n1
 : -13.3	5.8	-6.2	-2.2	-32.3	-3.8	4.0	4.3	2.4	8.1
CCc1ccccc1OCC(=O)Nc1cccc(S(=O)(=O)NCc2ccco2)c1
 : -4.9	-8.1	-11.7	-0.3	-31.0	-0.8	5.2	-2.7	-6.9	-2.1
COc1ccc2[nH]c(=O)c(CN(C(=O)NC3CCCCC3)C3CCCC3)cc2c1
 : 0.3	-3.2	-6.3	2.5	-3.2	-0.5	2.1	8.3	-4.3	3.4

# Next part.
# Values run as follows: TDP2 inh	SIAE primary	mABHD4 FP	UHRF1 MBD2 ctr	HTRA1 inh	PG9 Ab binder	PRMT1 inh	DDE Tn7 FP inh	TCR-CD3 inh	LEDGF integ inh
CCN1CCN(c2sc(S(C)(=O)=O)nc2S(=O)(=O)c2ccc(C)cc2)CC1
 : 21.3	1.2	7.0	6.2	7.6	-1.5	-4.2	-3.5	1.6	-2.6
Cc1ccccc1NC(=O)CSc1nc(COc2ccccc2)nc2ccccc12
 : -6.0	-1.7	-3.0	15.3	-17.4	2.3	-1.5	2.4	5.3	-3.1
COc1cc(C=O)ccc1OCc1cccc(Br)c1
 : 7.0	-3.2	-1.3	1.7	-12.6	0.4	-1.7	4.0	1.1	-3.0
CCOC(=O)c1cccc(NC(=O)CSc2nnc(-c3ccoc3C)n2CCOC)c1
 : 7.0	-0.9	-6.2	8.1	-2.1	0.4	-0.1	-0.1	-1.5	-1.4
Cc1cccc2c(C(=O)O)cc(-c3cccnc3)nc12
 : -7.4	-6.7	4.7	0.3	-3.0	0.9	1.8	12.7	-4.2	-2.5
CC(C)CCNC(=O)COc1ccc(N(C)S(=O)(=O)c2ccc(F)cc2)cc1
 : -0.1	11.8	3.9	0.1	-15.2	-0.3	0.8	1.1	-2.1	0.0
CCC(=O)Nc1ccc(C(=O)Nc2ccc(Br)cc2F)cc1
 : 0.3	-0.3	5.5	9.4	-4.1	-0.4	3.5	-1.2	-0.9	-2.2
CC1CCC(N2CCN(c3ncccn3)CC2)C1 (centres undefined)
 : 1.7	-2.0	1.4	2.3	4.1	0.0	1.9	-3.4	3.6	1.3
COc1cc(/C=N/NC(=O)c2ccccn2)ccc1OC(=O)c1ccc(Br)cc1
 : 6.2	-15.0	-5.0	-2.0	-4.3	0.6	1.6	-3.0	-10.3	-2.4
CC(=O)Cc1nsc(NC(=O)c2ccc(COc3ccc(C)cc3)o2)n1
 : -6.6	-4.8	-14.1	4.0	-0.9	-0.3	2.7	7.3	-8.2	-1.1
Cc1ccc(/C(O)=C2/C(=O)C(=O)N(CCN3CCOCC3)C2c2cccs2)cc1 (centres undefined)
 : -0.1	0.7	-0.6	0.8	1.9	0.8	-1.1	7.1	-0.3	-0.5
Cc1ccc(NC(=O)Cn2c(CCC(=O)O)ccc2-c2ccc(Cl)cc2)cc1
 : -3.9	4.5	9.7	-0.1	-8.0	1.1	1.8	-2.9	0.7	-4.2
C#CCOCCOCCOCCNc1nc(N2CCN(C(=O)[C@H](CCCCN)n3cc(CN)nn3)CC2)nc(N2CCN(C(=O)[C@H](CCCCN)n3cc([C@@H](N)CC(N)=O)nn3)CC2)n1
 : 9.5	2.5	7.2	18.1	0.9	0.4	3.4	7.0	-4.9	3.1
Cc1cc(C)nc(OC(C(=O)O)C(OCCC(C)C)(c2ccccc2)c2ccccc2)n1 (centres undefined)
 : 3.6	1.5	34.6*	-0.9	-1.6	-2.1	2.9	-0.6	7.1	-1.3
Cc1cccc(C(CC(=O)N2CCCC2)c2ccccc2)c1O (centres undefined)
 : 0.2	0.7	3.0	-1.1	-0.7	0.4	-1.3	4.1	-1.8	-3.1
CCn1c(SCC(=O)NC2CCCC2)nnc1C(C)C
 : 4.8	6.3	-3.1	-2.3	4.2	0.8	0.6	-2.9	-4.3	-0.5
CCOC(=O)C1CN(S(=O)(=O)c2ccc(OC)cc2)c2cc(CC(=O)OC)ccc2O1 (centres undefined)
 : -1.0	-4.4	-7.2	0.4	-3.0	-0.4	2.8	8.6	-5.4	-1.3
O=C(Nc1ccccc1N1CCOCC1)C1CCN(S(=O)(=O)c2ccc(Cl)cc2)CC1
 : -6.4	2.3	1.0	-1.2	-0.8	4.0	4.8	-3.7	-8.5	-2.9
CC(=O)Nc1ccc(S(=O)(=O)NCC2CCC(C(=O)NCCc3ccccc3)CC2)cc1 (centres undefined)
 : -17.1	-14.1	-9.7	-0.5	-6.7	-1.2	-4.5	1.7	8.5	-4.6

# As entered above.
# `CCOC(=O)C1CN(S(=O)(=O)c2ccc(OC)cc2)c2cc(CC(=O)OC)ccc2O1` (centres undefined) @ TDP2 inh: -1.0
# `COc1ccc(C(=O)Nc2ccc(S(=O)(=O)Nc3nccc(C)n3)cc2)cc1[N+](=O)[O-]` @ PRMT1 inh: -0.3

# Bioassay records: PubChem, The Scripps Research Institute Molecular Screening Center
